Vif-A3F inh – qHTS for Inhibitors of Vif-A3F Interactions: qHTS; HeLa A3F-eYFP + Vif (tagged APOBEC3F with the HIV-1 protein that degrades it), YFP fluorescence increase; Potency, µM (series often up to 46.1 µM), without a hit: at the top dose activity, negative = active; 0.2% of 390,000 active; further: potency means the concentration at half of the fitted maximal effect; % of control where 0% means no effect; nearly all actives have a fitted effect of over 65% in size
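HeLa cells stably expressing A3F-eYFP plus Vif, plated and incubated overnight at 37 deg C, then exposed to compounds overnight at 37 deg C. Blocked degradation read as raised yellow fluorescence (Ex 488/Em 500-530).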
IDH1 R132H inh – qHTS for Inhibitors of mutant isocitrate dehydrogenase 1 (IDH1): qHTS; Isocitrate dehydrogenase [NADP] cytoplasmic (Homo sapiens), O75874; IDH1-R132H enzyme, NADPH consumption, diaphorase/resazurin fluorescence; Potency, µM (series often up to 76.6 µM), for the others: at the top dose activity change, negative = inhibition, most hits filed as inhibitors; 0.093% of 390,000 active; AID 602179, 2012; further: potency means the concentration at half of the fitted maximal effect; on the % scale 0 is the no-effect control and ±100 the full control effect; nearly all actives have a fitted effect of over 65% in size
Target sequence (O75874 whole entry R132H, stated change not applied): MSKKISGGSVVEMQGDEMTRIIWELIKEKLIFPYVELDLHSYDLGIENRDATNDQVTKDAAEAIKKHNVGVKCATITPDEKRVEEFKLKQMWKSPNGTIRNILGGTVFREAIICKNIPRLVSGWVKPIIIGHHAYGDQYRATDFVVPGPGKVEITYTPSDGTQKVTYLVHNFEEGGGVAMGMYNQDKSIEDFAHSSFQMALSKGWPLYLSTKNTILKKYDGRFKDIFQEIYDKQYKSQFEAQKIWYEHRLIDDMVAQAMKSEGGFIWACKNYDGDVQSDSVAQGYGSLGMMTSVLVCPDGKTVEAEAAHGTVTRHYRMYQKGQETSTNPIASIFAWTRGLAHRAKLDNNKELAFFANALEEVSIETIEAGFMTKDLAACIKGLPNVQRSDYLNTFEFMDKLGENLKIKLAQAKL
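IDH1-R132H (0.5 ug/mL) preincubated 30 min with compound, then NADPH (0.016 mM) and alpha-KG (2 mM) added; 80 min at RT, pH 7.5. Remaining NADPH coupled via diaphorase/resazurin to fluorescence (540/590 nm); concentration-response curves normalized to no-enzyme control.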
RGS4 inhibitor – Inhibitors of Regulator of G Protein Signaling (RGS) 4: qHTS | Regulator of G-protein signaling 4 (Homo sapiens), P49798 | Transcreener GDP fluorescence polarization, RGS4-accelerated GTP hydrolysis | Potency, µM (doses to about 114 µM), inactives show at the top dose activity change, negative = inhibition, most hits filed as inhibitors | 0.039% of 390,000 active; further: potency means the concentration at half of the fitted maximal effect; on the % scale 0 is the no-effect control and ±100 the full control effect; nearly all actives have a fitted effect of over 75% in size; some results filed as inactive show a strong effect at the top dose
Target sequence (P49798 whole entry, looked up): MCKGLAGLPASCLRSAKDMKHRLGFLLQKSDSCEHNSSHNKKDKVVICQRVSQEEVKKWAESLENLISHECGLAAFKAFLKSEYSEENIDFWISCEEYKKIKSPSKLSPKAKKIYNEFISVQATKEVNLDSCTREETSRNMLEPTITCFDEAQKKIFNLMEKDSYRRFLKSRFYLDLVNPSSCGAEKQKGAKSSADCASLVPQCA
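MLSMR compounds (23 nl, pin-transferred) preincubated 10 min at room temperature with a 500nM (2x) first reagent, then RGS4 at 900nM (2x) plus Transcreener GDP mix added; fluorescence polarization (620/688 nm) read before and after 90 min at 30 °C.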
USP1 inh – Inhibitors of USP1/UAF1: Primary Screen; Ubiquitin carboxyl-terminal hydrolase 1 (Homo sapiens), O94782; recombinant USP1/UAF1, Ub-Rhodamine cleavage fluorescence; Potency, µM (doses to about 57.1 µM), for the others: at the highest dose activity change, negative = inhibition, usual class: inhibitors; 0.23% of 390,000 active; further: potency means the concentration at half of the fitted maximal effect; on the % scale 0 is the no-effect control and ±100 the full control effect; nearly all actives have a fitted effect of over 60% in size; inactives centre near -12
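Step one: compound is pinned into 1nM USP1/UAF1 in HEPES pH 7.8 buffer with TCEP. Step two: 15 min room-temperature incubation. Step three: Ub-Rho (150nM final) starts cleavage, tracked by fluorescence over six one-minute reads.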
Vif-APOBEC3G blk – qHTS for Inhibitors of Vif-A3G Interactions: qHTS | DNA dC->dU-editing enzyme APOBEC-3G (Homo sapiens), Q9HC16 | HeLa A3G-eYFP + Vif (tagged APOBEC3G with the HIV-1 protein that degrades it), YFP fluorescence, overnight | Potency, µM (doses to about 46.1 µM), for inactives: top-dose activity, negative = active, hits mostly inhibitors | 0.076% of 410,000 active;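 further: potency means the concentration at half of the fitted maximal effect; on the % scale 0 is the no-effect control and ±100 the full control effect; nearly all actives have a fitted effect of over 60% in size; hits raise eYFP signal because A3G escapes Vif-driven loss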
Target sequence (Q9HC16 whole entry, looked up): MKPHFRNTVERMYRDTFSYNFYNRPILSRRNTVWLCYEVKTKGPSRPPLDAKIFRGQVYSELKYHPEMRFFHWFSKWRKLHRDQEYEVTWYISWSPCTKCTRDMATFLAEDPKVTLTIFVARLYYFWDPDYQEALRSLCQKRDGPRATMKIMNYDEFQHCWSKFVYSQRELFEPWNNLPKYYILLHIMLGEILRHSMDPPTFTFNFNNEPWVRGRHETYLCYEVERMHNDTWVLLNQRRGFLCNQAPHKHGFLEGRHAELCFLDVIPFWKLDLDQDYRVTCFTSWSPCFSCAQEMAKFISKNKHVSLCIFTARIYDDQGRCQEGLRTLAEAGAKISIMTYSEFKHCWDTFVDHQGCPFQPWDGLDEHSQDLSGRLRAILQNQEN
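HeLa cells stably expressing Vif and C-terminally eYFP-tagged A3G, seeded overnight at 37 deg C, then exposed to compound by pintool overnight at 37 deg C. Rise in yellow fluorescence (Ex 488/Em 500-530, Acumen) marks blocked Vif-driven A3G degradation.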
LDHA block – qHTS assay for inhibitors of human lactate dehydrogenase; 0.15% of 480,000 active; purified LDHA, NADH/diaphorase-resazurin fluorescence; hits give low values; activity change, % (values are at about 110 or 230 µM); AID 1347041, 2019; in the data active means activity change below about -30%; inconclusive means mostly about -25% to -30%;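 further: plate controls were DMSO wells for no effect and wells without enzyme for full effect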
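Resorufin fluorescence (ex540/em590), read at 0 and 20 min after diaphorase/resazurin addition, reports the NADH left after a 5 min room-temperature reaction of 2 nM human LDH5 with 0.06 mM NADH and 0.2 mM pyruvate.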
TrxR1 inh – qHTS Assay for Inhibitors of Mammalian Selenoprotein Thioredoxin Reductase 1 (TrxR1): qHTS. 1% of 390,000 active. Potency, µM (series often up to 114 µM), without a hit: at the highest dose activity change, negative = inhibition, actives largely listed as inhibitors. recombinant rTrxR1, NADPH fluorescence consumption, selenite substrate; further: potency means the concentration at half of the fitted maximal effect; on the % scale 0 is the no-effect control and ±100 the full control effect; nearly all actives have a fitted effect of over 65% in size
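Rat TrxR1 (90 nM in the dispensed reagent) was pre-reduced with 400 uM NADPH for 5 min at room temperature, then incubated with compound for 15 min. After 400 uM selenite was added, NADPH fluorescence (Ex 340/Em 450 nm) was followed for 8 min.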
Glioma ERSR ind – qHTS for Inducers of the Endoplasmic Reticulum Stress Response (ERSR) in Human Glioma: qHTS | U87-MG GRP78 promoter luciferase reporter, 16 h | Potency, µM, for inactives: at the top dose activation, usual class: activators | 0.02% of 420,000 active | AID 602332, 2012; further: potency means the concentration at half of the fitted maximal effect; series mostly up to about 76 µM; % of control where 0% means no effect; nearly all actives have a fitted effect of over 35% in size
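Stably transfected U87-MG glioma cells carrying a GRP78-based luciferase sensor; 16 h compound incubation. Luminescence end-point read 10 min after Bright-Glo addition at room temperature.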
TrxR1 substrate – qHTS Assay for Substrates of Mammalian Selenoprotein Thioredoxin Reductase 1 (TrxR1): qHTS | Thioredoxin reductase 1, cytoplasmic (Rattus norvegicus), O89049 | purified TrxR1 substrate turnover, NADPH consumption readout | Potency, µM (series often up to 114 µM), inactives show at the highest dose activity change, negative = substrate turnover | 0.01% of 390,000 active; further: potency means the concentration at half of the fitted maximal effect; on the % scale 0 is the no-effect control and ±100 the full control effect; nearly all actives have a fitted effect of over 50% in size
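Rat TrxR1, dispensed at 90 nM, was prereduced with 400 uM NADPH (final) for 5 min at ~22 deg C, then incubated with compound 15 min before 400 uM selenite. A first-read NADPH fluorescence drop versus no-compound background flagged substrates.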
An asterisk follows results filed as active; ? = inconclusive; nt = not tested or not shown; [ ] = another dose, or the depositor's remark. Unless noted, the call rests on the fitted dose curve; in most records, active means well fitted curve in the direction sought with a large enough effect; inconclusive means small, poorly fitted or top-dose-only effect, or another doubt; inactive means no such curve, though single readings can be large; an effect the other way counts as inactive or inconclusive. Some of the compounds tested. The share of hits here may be higher or lower than overall.

SMILES | Vif-A3F inh | IDH1 R132H inh | RGS4 inhibitor | USP1 inh | Vif-APOBEC3G blk | LDHA block | TrxR1 inh | Glioma ERSR ind | TrxR1 substrate
CC(NC(=O)NC1CCCCC1)C(c1cccs1)N1CCOCC1 (stereo not given) | 5% | -3% | 1% | -13% | 2% | -2 | 37% | -3% | 10%[57.1 µM]
CCC/C(O)=C1\C(=O)CC(C)(C)CC1=Nc1ccc(OC)cc1 | 12% | -10% | 19% | -6% | 1% | -3 | -2% | -3% | -7%
CCC(Sc1nc2ccsc2c(=O)n1Cc1ccc(C(=O)O)cc1)C(=O)Nc1cc(Cl)ccc1C (stereo not given) | 1% | 1% | nt | -25% | 7% | 0 | nt | 0% | nt
CC1C/C(=N/O)C(C)CN1 (stereo not given) | -1% | 1% | -31% | -14% | -4% | -8 | -2% | -5% | 12%[57.1 µM]
Cc1nnc(SCc2ccccc2Cl)n(N)c1=O | 15% | -13% | -4% | -16% | 3% | -8 | 4% | -5% | -3%
O=C(Oc1ccc([N+](=O)[O-])cc1)c1cccnc1 | -8% | -4% | 4% | -13% | 1% | -9 | ? | -3% | -2%
CC1CC(=O)Nc2ccccc2N1C(=O)CN1C(=O)C(=O)N(C)C1=O (stereo not given) | 0% | 2% | 1% | ? | 2% | 4 | 20% | -1% | 0%
CC1CCN(c2ccc3c(c2)S(=O)(=O)c2cccc(C(=O)O)c2C3=O)CC1 | -11% | 13% | -7% | ? | 1% | -7 | -11%[57.1 µM] | -3% | -1%[57.1 µM]
C=CCn1c(COc2ccccc2)nnc1SCc1ccc(C#N)cc1 | -10% | 3% | -5%[11.4 µM] | -20% | -3% | -2 | 6%[57.1 µM] | -7% | -5%[57.1 µM]
CC(CNC(=O)C1CCCCC1)NC(=O)C1CCCCC1 (stereo not given) | -4% | -2% | 15% | 8% | 0% | -6 | 12% | -3% | 6%
CCCSCCCNC(=O)CC1Oc2ccccc2NC1=O (stereo not given) | 0% | -6% | 4% | -20% | 0% | 1 | 9% | -3% | 5%
Cc1ccc(-c2noc(CCCOc3ccc(Cl)cc3Cl)n2)cc1 | -3% | 0% | 28% | -10% | -1% | -1 | 15% | -2% | 3%
CCCOc1ccc(/C(O)=C2/C(=O)C(=O)N(CCCn3ccnc3)C2c2cccs2)cc1 (stereo not given) | 2% | 0% | 8% | -23% | 1% | -4 | -10% | -2% | -7%
CC(=O)C1=C(O)C(=O)N(c2cccc(C(=O)O)c2)C1c1ccccc1F (stereo not given) | -12% | 10% | -20% | -8% | 1% | 2 | -21% | -3% | -8%
Cc1cccc(C(=O)Nc2nc(-c3nnn(-c4cc(C)ccc4C)c3C)ns2)c1 | -1% | -2% | -23% | -16% | 10% | -16 | 10%[57.1 µM] | 1% | 4%[57.1 µM]
Cc1cc(NCc2cccnc2)nc(N)n1 | 7% | -2% | 1% | -15% | -4% | -3 | 1% | -3% | -7%
COc1ccc(-c2csc(/C(C#N)=C/Nc3cc4oc5ccccc5c4cc3OC)n2)cc1 | -1% | -1% | -35% | -17% | -1% | -1 | 12%[57.1 µM] | -6% | 5%[57.1 µM]
CSCC[C@H](NC(=O)c1cccs1)c1nnc2ccccn12 | 2% | 0% | -14% | -21% | 1% | -1 | 21% | -5% | -1%
COc1cccc(N2CCN(C3CC(=O)N(c4ccc(C)c(Cl)c4)C3=O)CC2)c1 (stereo not given) | -1% | 12% | -1% | -11% | -3% | 1 | 9% | -2% | 3%
CC(C)(C)NC(=O)NC(=O)COC(=O)CCC1CCCCC1 | -24% | 4% | -7% | -22% | -8% | -2 | 3%[57.1 µM] | -9% | -13%
S=C(Nc1ccccc1)N1CCCCCC1 | 2% | 0% | ? | -20% | 0% | -10 | 3%[57.1 µM] | -2% | 11%[57.1 µM]
CCOC(=O)c1cc2c(=O)n3ccccc3nc2n(C)c1=NC(=O)c1cc2ccccc2o1 | 3% | 15% | 4% | 2% | -3% | -1 | -3%[57.1 µM] | -4% | 55%[activator][57.1 µM]
COc1ccc(OC)c(NC(=O)COc2ccc(Br)cc2)c1 | ? | 5% | -8% | -10% | 0% | -5 | 3% | -1% | -1%
CSc1ccc(Cn2nnc(C(=O)NCCc3ccc(Cl)cc3)c2N)cc1 | -6% | 10% | -21% | -16% | 1% | -1 | 24% | -6% | 6%
COc1ccc(-n2c(SCC(=O)NCC3CCCO3)nc3c([nH]c4ccccc43)c2=O)cc1OC (stereo not given) | -9% | -9% | 19% | -12% | 0% | -8 | 6% | -4% | 2%
Cc1cccc(Oc2ccccc2NC(=O)CN2C(=O)NC3(CCCC3)C2=O)c1 | 2% | -5% | 2% | -21% | -1% | 0 | 9%[57.1 µM] | -5% | 4%[57.1 µM]
O=C(Nc1ccccc1Br)C(Cc1ccccc1)NS(=O)(=O)c1cccc2nsnc12 (stereo not given) | -4% | 8% | -52% | -18% | 3% | -2 | 10% | -3% | -5%
O=C(Nc1ccc2c(c1)OCO2)c1cccc(S(=O)(=O)N2CCOCC2)c1 | 3% | -11% | 27% | -6% | 1% | -5 | 10% | 11% | -3%
COc1ccc(NC(=S)c2ccc3ccccc3n2)cc1 | ? | 5% | ? | -28% | -1% | 1 | -1% | 6% | 2%
COc1ccc(C(=O)Nc2ccccc2-c2nc(-c3ccc(OC)cc3)no2)cc1 | -18% | 9% | 8% | -6% | 0% | -9 | -4% | 1% | -2%
Cc1ccc(C)c(N(CC(=O)NCCC2=CCCCC2)S(C)(=O)=O)c1 | 6% | 0% | 13% | 2% | 0% | 1 | -12% | -2% | -10%
O=C1N(Cc2cccc(Cl)c2)C[C@@H]2C[C@@H](c3ccccn3)N3CCC[C@@]123 | 2% | -5% | -33% | -29% | 6% | -2 | ? | 1% | 5%
C=CCn1c(COc2ccc(CC)cc2)nnc1SC/C(O)=C(\C#N)c1nc2ccccc2[nH]1 | ? | 5% | -28% | -5% | -25% | -4 | -19% | -4% | 1%
Cc1ccccc1NC(=S)NCCC(c1ccccc1)c1ccccc1 | ? | 6% | 6% | -13% | 0% | -8 | 22% | -4% | 4%
Cc1ccc(C(=O)NC(=S)Nc2ccc(N3CCOCC3)cc2)cc1C | 1% | 1% | ? | -11% | 0% | 9 | ? | -5% | 6%[57.1 µM]
C#Cc1ccc([C@@H]2C=C(C(=O)NCc3ccccc3)O[C@H](OCCCCO)C2)cc1 | -9% | 1% | -23% | ? | 0% | 13 | -8% | 1% | 3%
COc1ccc(Br)cc1C(=O)Nc1ccc(-c2nc3ncccc3o2)cc1C | -15% | 22% | 0% | -15% | -1% | -11 | 24% | -4% | 11%
COc1cccc(/C=N/NC(=O)C[n+]2ccccc2)c1OC | -26% | 5% | -25% | -9% | 0% | 3 | 6% | -4% | -2%
COc1ccc(OC)c(CN2CCCC(C(=O)N3CCCCC3)C2)c1 (stereo not given) | -4% | 6% | 23% | -11% | 1% | -18 | 6% | -3% | 9%
CCCCN(CC)c1nc(N)c2c(N)nc(OCC)cc2c1C#N | -8% | -2% | -17% | ? | 0% | 47 | -13% | -2% | 46%[activator]

Next part (2 carried over from the part before).
SMILES | Vif-A3F inh | IDH1 R132H inh | RGS4 inhibitor | USP1 inh | Vif-APOBEC3G blk | LDHA block | TrxR1 inh | Glioma ERSR ind | TrxR1 substrate
COc1ccc(OC)c(CN2CCCC(C(=O)N3CCCCC3)C2)c1 (stereo not given) | -4% | 6% | 23% | -11% | 1% | -18 | 6% | -3% | 9%
CCCCN(CC)c1nc(N)c2c(N)nc(OCC)cc2c1C#N | -8% | -2% | -17% | ? | 0% | 47 | -13% | -2% | 46%[activator]
O=C(COC(=O)CCC1CCCC1)Nc1cc(S(=O)(=O)N2CCOCC2)ccc1Cl | 4% | 20% | -5% | -17% | -1% | -5 | -6%[57.1 µM] | -6% | -2%[57.1 µM]
Cn1c(=O)c2c(ncn2CC(=O)N2CCN(c3ccccc3F)CC2)n(C)c1=O | -1% | 6% | -9% | -11% | -5% | -6 | 11% | -6% | 5%
COC(CNC(=O)c1cccc(-n2c(=S)[nH]c3cc(Cl)ccc3c2=O)c1)OC | 11% | -12% | 7% | 1% | 4% | -7 | -10%[57.1 µM] | -2% | 1%[57.1 µM]
CO/N=C(/COc1ccc(F)cc1)c1ccc(OC)cc1 | 3% | 4% | -33% | -10% | -1% | 4 | -15% | 7% | -2%
Cc1ccc(/C=N/N2CCN(c3ccccn3)CC2)o1 | -2% | 11% | -42% | -14% | -7% | -2 | -16% | 7% | 1%
